Screening results from PubChem.
EPAC2 agonist = qHTS for Agonist of cAMP-regulated guanine nucleotide exchange factor 4 (EPAC2): primary screen; EPAC2 activation, biochemical qHTS; response scale: 100% = 6.5 mM cAMP response; Potency, µM (top dose mostly 154 µM), for inactives: at the highest dose activation, hits mostly activators; 360,000 tested, 0.079% active; note: potency is the fitted concentration of half-maximal effect; nearly all actives have a fitted effect of over 50% in size
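Each well held 100 nM EPAC2, 250 nM RAP1B-BODIPY-GDP and 50 uM GDP. Fluorescence, read at 5-min intervals to 30 min, was referenced to a 6.5 mM cAMP positive control.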
D3 ag = qHTS of D3 Dopamine Receptor Agonist: qHTS; AID 652048, 2013; max activation, %; 410,000 tested, 0.58% active; D3R DiscoveRx beta-arrestin cells, luminescence, 90 min; D(3) dopamine receptor (Homo sapiens), P35462; in the data active = max activation above about 30%; note: 0% is about no effect; mostly tested at two doses, the higher about 12 µM
Target sequence (P35462 whole entry, looked up): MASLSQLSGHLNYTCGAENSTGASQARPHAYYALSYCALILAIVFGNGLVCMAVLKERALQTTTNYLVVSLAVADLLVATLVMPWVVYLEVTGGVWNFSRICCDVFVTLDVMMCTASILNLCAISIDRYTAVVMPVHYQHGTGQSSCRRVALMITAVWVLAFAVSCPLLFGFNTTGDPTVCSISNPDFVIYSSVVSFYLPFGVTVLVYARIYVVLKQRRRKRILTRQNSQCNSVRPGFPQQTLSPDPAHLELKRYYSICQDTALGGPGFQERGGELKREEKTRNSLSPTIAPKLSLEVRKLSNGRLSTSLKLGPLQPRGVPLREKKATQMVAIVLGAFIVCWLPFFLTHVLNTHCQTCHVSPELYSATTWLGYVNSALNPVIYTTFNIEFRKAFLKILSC
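Cells at 1500/well, incubated overnight, then treated with pinned compounds (dopamine as control) for 90 min at 37 degrees C. DiscoveRx reagent added for 30 - 60 minutes at room temperature; luminescence read.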
pAkt inh = HTS Assay for Inhibitors of Akt Phophorylation: Primary Screen | Neuro2A IGF-stimulated pAkt S473 HTRF, 20 min; active compounds read low | activity change, % for hits at 50 µM | 360,000 tested, 0.32% active | AID 651550, 2012; in the data active = activity change below about -80%; inconclusive = mostly about -51% to -80%; note: % is set by controls: 0 for no effect and ±100 for the full control effect
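Neuro2A cells in DMEM with 0.5% FBS, overnight at 37 deg C, given compound at single 50 µM final, then IGF (6 nM final) for 20 min at 37 deg C. Lysed; phospho-Akt Ser473 by HTRF after 24 h, 665/615 ratio.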
CCT modulator = High-Throughput Screening for Modulators of Cytosolic Chaperonin Activity. purified chaperonin ATPase assay, HTRF ADP detection, 30 min. 360,000 tested, 0.3% active. activity change, % (no concentration beside the values), hits read low; in the data active = activity change below about -30%; note: % is set by controls: 0 for no effect and ±100 for the full control effect
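Nucleotide hydrolysis assay: TRiC at 20–40 nM final (set by batch activity) with 10 uM ATP, 30 min at 37 °C, in presence of 76 uM compound. Detection by competitive ADP HTRF, 30 min ambient.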
MmCpn inh = Inhibitors of TCP-1 ring complex (TRiC) of Methanococcus maripaludis (MmCpn): qHTS | purified Mm-Cpn ATPase, ADP Transcreener TR-FRET | Potency, µM (doses to about 76.9 µM), for inactives: at the top dose activity, negative = inhibition, hits mostly inhibitors | 330,000 tested, 0.031% active | AID 504842, 2011; note: potency is the fitted concentration of half-maximal effect; % is set by controls: 0 for no effect and ±100 for the full control effect; nearly all actives have a fitted effect of over 80% in size
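TR-FRET (320 nm excitation; 590 and 665 nm emission) reports ADP made from 10 uM ATP by 25 nM enzyme; compounds were preincubated 10 min, reaction run 30 min, both at 37°C.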
PTHR1 ag = qHTS for PTHR1 Agonists: Primary Screen; 410,000 tested, 0.075% active; Potency, µM (highest dose often 115 µM), without a hit: at the highest dose activation, actives largely listed as activators; Parathyroid hormone/parathyroid hormone-related peptide receptor (Homo sapiens), Q03431; HEK293 GP2 PTHR1 cells, GloSensor cAMP luminescence, 1 h; AID 743266, 2014; note: potency is the fitted concentration of half-maximal effect; nearly all actives have a fitted effect of over 55% in size; some results filed as inactive show a strong effect at the top dose; inactives centre near -15; many of its hits are not listed in these tables
Target sequence (Q03431 whole entry, looked up): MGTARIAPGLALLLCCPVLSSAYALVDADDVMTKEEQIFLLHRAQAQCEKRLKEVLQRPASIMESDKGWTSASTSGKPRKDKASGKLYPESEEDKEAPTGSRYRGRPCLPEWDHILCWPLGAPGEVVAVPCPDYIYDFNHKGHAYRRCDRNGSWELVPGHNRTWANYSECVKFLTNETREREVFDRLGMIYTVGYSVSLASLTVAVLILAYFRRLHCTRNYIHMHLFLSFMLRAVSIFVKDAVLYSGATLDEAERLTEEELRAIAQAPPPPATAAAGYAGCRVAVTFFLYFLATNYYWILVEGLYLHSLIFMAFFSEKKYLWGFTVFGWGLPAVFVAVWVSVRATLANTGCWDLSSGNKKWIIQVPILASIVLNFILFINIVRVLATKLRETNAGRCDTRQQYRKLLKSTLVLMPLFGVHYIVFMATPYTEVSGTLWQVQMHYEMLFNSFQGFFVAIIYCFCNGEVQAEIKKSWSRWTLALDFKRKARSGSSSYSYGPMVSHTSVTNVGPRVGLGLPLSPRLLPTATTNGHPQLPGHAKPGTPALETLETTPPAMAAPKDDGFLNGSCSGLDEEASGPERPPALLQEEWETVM
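HEK-293-derived GP2 cells expressing PTHR1 and a GloSensor cAMP reporter, 3,000/well, plated overnight, given luciferin plus IBMX (each 0.5 mM as added) for 1 h at 37 °C, then compound for 1 h at 37 °C. Luminescence was read after 15 min at room temperature.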
DRD3 antagonist = qHTS of D3 Dopamine Receptor Antagonist: qHTS; D(3) dopamine receptor (Homo sapiens), P35462; D3R cells, DiscoveRx beta-arrestin luminescence, antagonist mode; active compounds read low; max response, negative = inhibition, %; 360,000 tested, 2.5% active; in the data active = max response below about -50%; inconclusive = no clear call, values can overlap the other calls; note: % is set by controls: 0 for no effect and ±100 for the full control effect; mostly tested at two doses, the higher about 12 µM
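Cells plated overnight at 1500 cells/well, then exposed to library compounds with dopamine controls for 90 minutes at 37 degrees C. DiscoveRx reagent added for 30–60 minutes at room temperature; luminescence read, quantitative HTS format.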
EPAC2 antagonist = qHTS for Antagonist of cAMP-regulated guanine nucleotide exchange factor 2 (EPAC2): primary screen | Potency, µM (series often up to 114 µM), for inactives: at the top dose activity, negative = inhibition, hits mostly inhibitors | EPAC2 GEF exchange of Rap1B-BODIPY-GDP, fluorescence | 360,000 tested, 0.18% active; note: potency is the fitted concentration of half-maximal effect; % is set by controls: 0 for no effect and ±100 for the full control effect; nearly all actives have a fitted effect of over 45% in size; many of its hits are not listed in these tables
* hit, by the source's call; i = inactive; ? = inconclusive; · = no result given; & = joins results of further samples; [ ] = another dose, or the depositor's remark. Unless noted, calls come from the whole dose curve; as a rule, active = well fitted curve in the direction sought with a large enough effect; inconclusive = small, poorly fitted or top-dose-only effect, or another doubt; inactive = no such curve, though single readings can be large; an effect the other way counts as inactive or inconclusive.

The opening 3 compounds as a preview:
SMILES	EPAC2 agonist	D3 ag	pAkt inh	CCT modulator	MmCpn inh	PTHR1 ag	DRD3 antagonist	EPAC2 antagonist
COCC1CCCCN1C(=O)CCCn1nnnc1CN1CCC(C)CC1 (centres undefined)	0.7%	-2.0	i	-1.6	0.2%	-15.2%	-5.8	1.2%
O=C(CNC(=O)[C@@H]1Cc2ccccc2CN1)NCc1ccco1	9.0%	-2.4	·	-0.5	2.3%	-12.4%	-13.5	1.3%
Cc1cc(C)n(-c2nnc(C)n2NC(=O)c2cccc(Cl)c2)n1	6.7%	1.0	i	-1.7	-1.4%	i	-3.9	-0.2%

This part in full (from the top)
SMILES	EPAC2 agonist	D3 ag	pAkt inh	CCT modulator	MmCpn inh	PTHR1 ag	DRD3 antagonist	EPAC2 antagonist
COCC1CCCCN1C(=O)CCCn1nnnc1CN1CCC(C)CC1 (centres undefined)	0.7%	-2.0	i	-1.6	0.2%	-15.2%	-5.8	1.2%
O=C(CNC(=O)[C@@H]1Cc2ccccc2CN1)NCc1ccco1	9.0%	-2.4	·	-0.5	2.3%	-12.4%	-13.5	1.3%
Cc1cc(C)n(-c2nnc(C)n2NC(=O)c2cccc(Cl)c2)n1	6.7%	1.0	i	-1.7	-1.4%	i	-3.9	-0.2%
O=C(c1ccccc1Sc1ccc([N+](=O)[O-])cc1)N1CCCCC1	-5.8%	2.8	i	0.1	-0.6%	-21.7%	-6.1	-0.7%
COC(=O)c1c(NC(=O)C2CC2)sc2c1CCN(C(C)=O)C2	2.0%	8.8	i	-1.0	-4.6%	i	8.3	4.6%
CC(=O)N1[C@@H]2CC3C4CC=C5C[C@@H](O)CC[C@]5(C)C4CC[C@]3(C)[C@@]21C(C)=O (some centres undefined)	-1.2%	-3.7	i	1.4	-1.0%	i	-17.9	-15.3%
COc1ccc(NC(=O)CN(C)C(=O)CSCc2c(C)noc2C)cc1	6.9%	-11.7	i	1.7	1.8%	-23.6%	0.0	1.9%
CCOc1ccc(-c2csc(NC(=O)c3ccc(S(=O)(=O)N4CCc5ccccc5C4)cc3)n2)cc1	-9.2%	-6.8	i	-0.6	?	-18.4%	11.1	0.2%
COC(=O)Cc1cc(OC)c(OC)cc1S(=O)(=O)N(C)C	1.1%	8.5	i	-6.1	0.3%	i	7.5	8.7%
O=C(NCc1ccccc1)C1c2ccccc2OCC(=O)N1Cc1ccco1 (centres undefined)	1.8%	1.4	i	-0.6	·	-23.2%	15.4	8.0%
O=C1CN(C(=O)COC(=O)CCC(=O)c2ccc(Cl)cc2)c2ccccc2N1	0.5%	-4.1	i	-2.7	1.0%	i	3.9	6.1%
COC(=O)[C@H](Cc1ccccc1)NC(=O)Nc1ccc(OC)cc1	0.1%	-2.7	i	0.3	0.8%	i	-24.3	0.2%
C[C@@H]1CN([C@@H](C)CO)C(=O)CCCn2nncc2CO[C@H]1CN(C)C(=O)c1ccc2ccn(C)c2c1	-1.0%	0.8	i	0.2	·	i	1.9	1.0%
Cc1cc(=O)oc2c1c(C)nn2-c1cccc(Cl)c1	3.9%	-10.7	i	0.4	1.8%	-5.9%	?	1.8%
O[C@@H]1C[C@H](c2ccc(Cl)cc2)N(CC2CCCCC2)C[C@H]1n1cc(C2CC2)nn1	-11.6%	-2.6	i	1.0	·	-8.7%	-22.0	-7.0%
O=c1c2cccnc2nc2n1CCCCC2	0.9%	-2.6	i	-0.2	0.9%	-20.4%	8.6	8.0%
N#Cc1c([N+](=O)[O-])cc([N+](=O)[O-])cc1S(=O)(=O)Cc1ccccc1	-9.3%	-13.6	i	-2.2	0.6%	-29.1%	-102.3*	-3.3%
O=C(Nc1cccc(Oc2ccccc2)c1)c1ccc(-n2cncn2)c2ccoc12	9.3%	21.2	i	-1.8	·	-18.9%	98.9	3.0%
Cc1nc2ccccc2n1CCCOc1ccccc1	-2.4%	0.7	i	-1.5	-0.5%	-6.0%[57.5 µM]	11.1	-0.5%
Cc1[nH]c2ccccc2c1C(=O)C(=O)NCCc1ccc(S(N)(=O)=O)cc1	7.1%	4.6	i	0.2	-12.4%	2.2%	-15.6	-21.6%

3 entries drawn at random from those above, as already listed:
SMILES	EPAC2 agonist	D3 ag	pAkt inh	CCT modulator	MmCpn inh	PTHR1 ag	DRD3 antagonist	EPAC2 antagonist
COc1ccc(NC(=O)CN(C)C(=O)CSCc2c(C)noc2C)cc1	6.9%	-11.7	i	1.7	1.8%	-23.6%	0.0	1.9%
Cc1cc(=O)oc2c1c(C)nn2-c1cccc(Cl)c1	3.9%	-10.7	i	0.4	1.8%	-5.9%	?	1.8%
CCOc1ccc(-c2csc(NC(=O)c3ccc(S(=O)(=O)N4CCc5ccccc5C4)cc3)n2)cc1	-9.2%	-6.8	i	-0.6	?	-18.4%	11.1	0.2%

Next part:
SMILES	EPAC2 agonist	D3 ag	pAkt inh	CCT modulator	MmCpn inh	PTHR1 ag	DRD3 antagonist	EPAC2 antagonist
CC(=O)C1=C(C)OC(N)=C(C#N)C1c1ccncc1 (centres undefined)	10.1%	-10.2	i	-3.6	1.0%	?	24.4	-7.2%
O=C(Cc1ccc(Cl)cc1)NNc1c(F)c(F)cc(F)c1F	10.9%	-7.1	i	3.5	?	-24.0%	-13.6	4.7%
Cc1ccc(NS(=O)(=O)c2ccc(Cl)c(C(=O)Nc3cccc(C(=O)O)c3)c2)cc1	1.8%	4.1	i	-2.0	2.1%	18.8%	2.3	-1.6%
CC(C(=O)N1CCCC1)N1CCN(c2ccccc2O)CC1 (centres undefined)	1.6%	1.6	i	-14.5	1.0%	i	2.5	1.5%
CCOc1ccc(NC(=S)Nc2ccc(OC)cc2)cc1	1.6%	1.1	i	-0.3	-0.4%	-2.4%	9.7	5.5%
O=C(c1ccccc1)N1C(=O)C(c2ccccc2)Oc2ccccc21 (centres undefined)	11.0%	28.6	i	-1.3	-0.5%	-2.4%	13.9	-6.3%
COCCNc1oc(/C=C/c2ccc(F)cc2)nc1S(=O)(=O)c1ccccc1	12.3%	0.5	i	-2.1	-1.0%	i	-9.2	3.2%
CCN(CC(=O)N1CCOCC1)S(=O)(=O)c1ccc(F)cc1	11.2%	-1.7	i	-0.9	?	-2.0%	-3.3	3.5%
O=C1C=C(c2cccs2)CC(c2cccs2)C1n1cnc([N+](=O)[O-])c1 (centres undefined)	15.1%	-9.8	i	-3.6	-5.6%	-5.4%	0.0	-3.1%
COc1cc(C=NNc2ccccc2[N+](=O)[O-])cc(OC)c1OC	9.7%	-1.1	i	-1.8	·	i	2.2	4.9%
O=C(NCCn1cccn1)C1CCC(=O)N(CCc2ccc(Cl)cc2)C1 (centres undefined)	4.2%	-1.0	i	-0.6	-3.5%	i	-13.8	3.5%
CCCn1nc(NC(=O)c2cccs2)c2cc3cccc(C)c3nc21	4.9%	-9.8	i	2.0	-2.3%	-20.4%	1.9	-12.4%
O=C(O)c1nnn(-c2ccc(F)cc2F)c1-c1ccccc1	20.6%	-16.5	i	-3.2	-3.3%	i	-5.1	6.0%
COC(=O)c1nn(-c2ccc3c(c2)CCN3C(C)=O)cc1O	5.9%	-2.1	i	-1.5	-10.1%	-37.2%[inhibitor]	-19.9	-2.6%
CNC(=O)Cn1nc(C)c(S(=O)(=O)N2CCOCC2)c1C	3.4%	-1.3	i	1.0	0.4%	i	3.4	4.2%
CCOc1ccc(OCC)c(NS(=O)(=O)c2ccc3c(c2)n(C)c(=O)c(=O)n3C)c1	4.4%	2.7	i	0.1	1.2%	i	-14.2	6.7%
CCC(=O)Nc1ccc(S(=O)(=O)N2CCOCC2)cc1	0.7%	7.6	i	-1.7	0.5%	-24.3%	10.2	3.0%
O=C(Nc1nccs1)c1cc(-c2ccco2)nc2ccccc12	0.6%	7.6	i	-2.0	-2.1%	i	5.6	4.0%
CCCc1ccc2oc(C(=O)NCCc3nc(C(=O)OCC)cs3)c(C)c2c1	9.5%	0.4	i	-3.5	-0.3%	-39.8%[inhibitor]	-24.5	-23.4%
CCN(Cc1ccccc1)C(=O)C(C)OC(=O)c1cc(S(=O)(=O)Nc2c(C)n(C)n(-c3ccccc3)c2=O)ccc1C (centres undefined)	-1.6%	-6.0	i	-1.7	1.2%	-23.9%	-10.1	14.9%
CC(=O)Nc1ccc(S(=O)(=O)NC2(C(F)(F)F)NC(=O)N(c3ccccc3F)C2=O)cc1 (centres undefined)	6.4%	3.0&7.9	i	1.7	1.9%	-10.7%	10.2	0.1%
Cc1c(C#N)c(N)c(C(=O)c2ccccc2)n1Cc1ccccc1	1.5%	4.0	i	-0.3	2.1%	-6.4%	13.7	?
O=C(COC(=O)[C@@H]1CC(O)CN1S(=O)(=O)c1ccc(Cl)cc1)NC(=O)NCc1ccccc1 (some centres undefined)	-0.2%	-7.7	i	0.3	-0.5%	i	1.8	-4.8%
Cc1cccc(C)c1N(CC(O)Cn1c2ccccc2c2ccccc21)S(C)(=O)=O (centres undefined)	20.4%	7.6	i	-2.7	-0.6%	-25.7%	23.2	-7.4%
N#CCCN(C(=O)COC(=O)C12CC3CC(CC(O)(C3)C1)C2)c1ccc(F)cc1	8.8%	-3.8	i	-1.4	1.7%	?	-12.0	-14.0%
CCC(C)NCCOCCOc1ccc(Br)cc1 (centres undefined)	6.5%	-12.4	i	1.7	0.5%	i	-17.1	3.2%
CC(C)C[C@H](NC(=O)[C@@H]1Cc2ccccc2CN1)C(=O)Nc1ccc(C(C)C)cc1	-6.9%	-14.4	i	0.2	?	i	?	1.7%
Cc1cc(C)nc(SCCc2ccncc2)n1	5.6%	-1.3	i	0.4	1.6%	i	-25.4	-0.3%
O=C(Nc1cc([N+](=O)[O-])ccc1N1CCOCC1)c1ccco1	13.0%	-10.2	i	-4.8	-0.2%	i	-6.1	3.3%
Cc1cc(C)cc(OCC(O)CN2CCC(CN3C(=O)c4cccc5cccc(c45)C3=O)CC2)c1 (centres undefined)	13.0%	-14.7	i	-1.9	0.8%	-47.8%[inhibitor]	-67.8*	2.0%
CCOC(=O)C1(CCc2ccccc2)CCN(Cc2ccc(O)cc2)CC1	6.0%	-23.1	i	-6.0	-4.8%	-62.4%[inhibitor]	-57.1*	-2.4%

These rows are one share of the data; rates above refer to the full screens.
